All columns: NCI-60 one-dose screen, growth in % after 48 h at 10 µM unless noted; 100 = growth as untreated, 0 = no growth, -100 = all killed.
MCF7 = MCF7 breast cancer | 82,000 tested, 6.3% active | AID 1794796; active = growth percent below 10
Numbers without * were called inactive; & = joins results of further samples; [ ] = another dose, or the depositor's remark. Not all compounds are listed. The share of hits here may be higher or lower than overall.

`N#CCN1C(=O)C(Cc2ccccc2)N=C(c2cccc(O)c2)c2ccccc21` (stereo unspecified) gave MCF7 96[30 µM].
Screening NC(=O)CN1C(=O)C(Cc2ccc(O)cc2)N=C(c2ccc(O)cc2)c2cc(Cl)ccc21 (stereo unspecified) returned MCF7 82[30 µM].
`NC(=O)CCC1N=C(c2cccc(O)c2)c2ccccc2N(CC(=O)O)C1=O` (stereo unspecified) gave MCF7 93[30 µM].
`O=C(/C=C/c1ccccc1)CCC1C(=O)NC(=S)NC1=O` gave MCF7 36&88[100 µM].
`N#CCN1C(=O)C(CCC(N)=O)N=C(c2cccc(O)c2)c2ccc(Cl)cc21` (stereo unspecified) gave MCF7 97[30 µM].
`N#CCN1C(=O)CN=C(c2cccc(O)c2)c2ccccc21` gave MCF7 91[30 µM].
`O=C1C(CO)N=C(c2ccc(O)cc2)c2cc(Cl)ccc2N1CC1CC1` (stereo unspecified) gave MCF7 88[30 µM].
CCCCCN1C(=O)C(CO)N=C(c2cccc(O)c2)c2ccccc21 (stereo unspecified) was read as MCF7 91[30 µM].
For CC1C2CCC3C(O)C2(CC(O)C2(O)C1CC(O)C2(C)C)CC3(C)O (stereo unspecified) the results were MCF7 97[100 µM].
CCCCN1C(=O)C(Cc2ccccc2)N=C(c2ccc(O)cc2)c2cc(Cl)ccc21 (stereo unspecified) was read as MCF7 86[30 µM].
Screening CC(C)C1N=C(c2cccc(O)c2)c2ccccc2N(CC2CC2)C1=O (stereo unspecified) returned MCF7 81[30 µM].
`CCCCN1C(=O)C(Cc2ccccc2)N=C(c2cccc(O)c2)c2ccccc21` (stereo unspecified) gave MCF7 88[30 µM].
Screening CCCCCN1C(=O)C(Cc2ccccc2)N=C(c2ccc(O)cc2)c2cc(Cl)ccc21 (stereo unspecified) returned MCF7 88[30 µM].
For NNC(=S)N/N=C(\C(=O)Nc1cccc(O)c1)C1C(=O)NC(=S)NC1=O the results were MCF7 87&95[100 µM].
`O=C(O)CC1N=C(c2cccc(O)c2)c2ccc(Cl)cc2N(CC2CC2)C1=O` (stereo unspecified) gave MCF7 90[30 µM].
For CCCCN1C(=O)C(C(C)C)N=C(c2cccc(O)c2)c2ccc(Cl)cc21 (stereo unspecified) the results were MCF7 88[30 µM].
Screening C[C@@H]1CC[C@@]2(NC1)O[C@H]1C[C@H]3[C@@H]4CC[C@H]5C[C@@H](O)CC[C@]5(C)[C@H]4CC[C@]3(C)[C@H]1[C@@H]2C returned MCF7 86&89[100 µM].

Of the compounds above, these have a Cl atom:
Screening NC(=O)CN1C(=O)C(Cc2ccc(O)cc2)N=C(c2ccc(O)cc2)c2cc(Cl)ccc21 (stereo unspecified) returned MCF7 82[30 µM].
`N#CCN1C(=O)C(CCC(N)=O)N=C(c2cccc(O)c2)c2ccc(Cl)cc21` (stereo unspecified) gave MCF7 97[30 µM].
`O=C1C(CO)N=C(c2ccc(O)cc2)c2cc(Cl)ccc2N1CC1CC1` (stereo unspecified) gave MCF7 88[30 µM].
CCCCN1C(=O)C(Cc2ccccc2)N=C(c2ccc(O)cc2)c2cc(Cl)ccc21 (stereo unspecified) was read as MCF7 86[30 µM].
Screening CCCCCN1C(=O)C(Cc2ccccc2)N=C(c2ccc(O)cc2)c2cc(Cl)ccc21 (stereo unspecified) returned MCF7 88[30 µM].
`O=C(O)CC1N=C(c2cccc(O)c2)c2ccc(Cl)cc2N(CC2CC2)C1=O` (stereo unspecified) gave MCF7 90[30 µM].
For CCCCN1C(=O)C(C(C)C)N=C(c2cccc(O)c2)c2ccc(Cl)cc21 (stereo unspecified) the results were MCF7 88[30 µM].

From PubChem BioAssay
